Source: PubChem BioAssay
S-ASM inh = inhibitors of human secretory acid sphingomyelinase. P17405. placental ASM, HMU-PC fluorogenic substrate, 60 min. Potency, µM (doses to about 57.5 µM), inactives show at the top dose activity change, negative = inhibition, usual class: inhibitors. actives 0.006% (n = 340,000). AID 504937; note: potency is the fitted concentration of half-maximal effect
Target sequence (P17405 47-631 limits assumed): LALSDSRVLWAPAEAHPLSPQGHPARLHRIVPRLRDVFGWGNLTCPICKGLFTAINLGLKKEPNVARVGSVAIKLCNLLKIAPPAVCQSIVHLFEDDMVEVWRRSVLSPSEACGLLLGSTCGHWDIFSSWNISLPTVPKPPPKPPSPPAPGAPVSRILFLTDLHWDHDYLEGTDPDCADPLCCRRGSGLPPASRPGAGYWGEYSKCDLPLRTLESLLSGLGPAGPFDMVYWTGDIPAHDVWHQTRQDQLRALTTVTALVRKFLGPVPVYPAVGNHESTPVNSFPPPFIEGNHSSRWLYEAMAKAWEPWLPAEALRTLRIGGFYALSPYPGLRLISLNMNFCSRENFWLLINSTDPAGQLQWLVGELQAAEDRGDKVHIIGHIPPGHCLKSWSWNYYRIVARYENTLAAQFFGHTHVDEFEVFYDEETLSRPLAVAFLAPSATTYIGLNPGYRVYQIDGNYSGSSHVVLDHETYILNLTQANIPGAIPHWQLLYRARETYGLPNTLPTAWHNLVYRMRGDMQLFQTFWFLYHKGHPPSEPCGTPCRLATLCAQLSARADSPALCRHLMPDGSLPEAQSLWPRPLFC
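Fluorogenic HMU-PC substrate (9 uM final) is turned over by placental ASM in 60 min at 37 C after a 10 min compound preincubation. Reaction ended by alkaline stop (pH 10), with fluorescence read at 386/447 nm.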
ELG1 repair inh = inhibitors of ELG1-dependent DNA repair in HEK293T cells; HEK293T ELG1-luciferase reporter, luminescence, 16 h; DNA damage induced by 5-fluorouridine; Potency, µM (doses to about 46.1 µM), inactives show top-dose activity change, negative = inhibition, hits mostly inhibitors; actives 2.3% (n = 330,000); note: potency is the fitted concentration of half-maximal effect; % is set by controls: 0 for no effect and ±100 for the full control effect; nearly all actives have a fitted effect of over 55% in size
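Overnight (16 hr) co-exposure of 2,000 cells/well to 5-fluorouridine and compound at 37 °C preceded detection. Luciferase was quantified via ONE-Glo luminescence; loss of signal denotes inhibition.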
Eya2 phos inh = Eya2 (human) phosphatase inhibition; O00167; recombinant Eya2, OMFP fluorescence dephosphorylation (OMFP is methylfluorescein phosphate); Potency, µM (doses to about 76.9 µM), for the others: at the top dose activity, negative = inhibition, most hits filed as inhibitors; actives 0.006% (n = 330,000); AID 488837; note: potency is the fitted concentration of half-maximal effect; % is set by controls: 0 for no effect and ±100 for the full control effect
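Eya2 (0.2 uM) preincubated 10 min at ambient with compound, then OMFP substrate added at 50 uM; 10 min reaction in 50 mM HEPES pH 7.5, 50 mM NaCl, 5 uM MgCl2, 0.05% BSA, 1 mM DTT. Fluorescence read at Ex 485/Em 525 nm.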
TSG101-PTAP inh = blocks PTAP/TSG101 interaction to inhibit HIV-1 budding; Fluorescence polarization, FITC-PTAP peptide / Tsg101 binding; Potency, µM (titrated, usually from 115 µM), without a hit: at the top dose activity change, negative = inhibition, usual class: inhibitors; 340,000 tested, under 10 active; active = well fitted inhibition curve with a large enough effect in the main read-out, with a control signal flat, not every such curve was filed as active; inconclusive = small, poorly fitted or top-dose-only effect, or effect the other way, or a change in a side signal; inactive = no such curve, though single readings can be large or run the other way; note: potency is the fitted concentration of half-maximal effect; % of control where 0% means no effect
Target sequence (Q99816 whole entry, looked up): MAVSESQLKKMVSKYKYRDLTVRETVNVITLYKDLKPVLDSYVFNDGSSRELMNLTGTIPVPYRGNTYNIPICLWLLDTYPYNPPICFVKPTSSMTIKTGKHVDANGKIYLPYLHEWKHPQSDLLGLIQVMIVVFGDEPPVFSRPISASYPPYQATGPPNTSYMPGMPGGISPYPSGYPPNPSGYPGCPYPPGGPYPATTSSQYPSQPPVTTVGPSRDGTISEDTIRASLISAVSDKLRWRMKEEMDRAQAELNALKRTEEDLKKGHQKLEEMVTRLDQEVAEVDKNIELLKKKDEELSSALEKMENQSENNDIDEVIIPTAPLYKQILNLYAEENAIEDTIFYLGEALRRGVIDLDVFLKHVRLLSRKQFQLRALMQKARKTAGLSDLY
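Steps: Tsg101 binding domain dispensed (10 uM final), compounds pinned in DMSO, FITC-labeled PTAP-motif peptide added (50 nM final); after 20 min binding at room temperature, polarization measured.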
Mito fusion act = inhibitors of mitochondrial division or activators of mitochondrial fusion | S. cerevisiae fusion-defective mutant growth rescue, CellTiterGlo 48 h | Potency, µM (doses to about 46.1 µM), for inactives: top-dose growth rescue (activation), actives largely listed as activators | actives 0.23% (n = 320,000) | AID 485298;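 note: potency is the fitted concentration of half-maximal effect; % of control where 0% means no effect; nearly all actives have a fitted effect of over 45% in size; temperature-sensitive fusion mutants such as fzo1-1 at 37 °C on non-fermentable ethanol glycerol medium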
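Compounds are tested for their ability to restore growth of mitochondrial fusion-defective yeast strains at non-permissive 37C in YPEG medium over 48 hours. Viability is quantified by luciferase luminescence.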
BCR signal inh = chronic active BCR signaling inhibition; Potency, µM (highest dose often 46.1 µM), for inactives: at the top dose ratio change, negative = lower green/red ratio, actives largely listed as inhibitors; AID 493014; ABC-DLBCL IkBa-CBG/CBR reporter, luminescence ratio, 4 h; actives 0.05% (n = 340,000); active = well fitted inhibition curve with a large enough effect in the signal ratio, with a control signal flat, not every such curve was filed as active; inconclusive = small, poorly fitted or top-dose-only effect, or effect the other way, or a change in a side signal; the % refers to the signal ratio;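 note: potency is the fitted concentration of half-maximal effect; plate controls were basal doxycycline-induced cells for no effect and cells given 10 µM MG132 for full effect; MG132 reads +100%, hits lower the ratio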
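Concentration-response series (up to 46 uM) were applied to TMD8 dual-reporter cells for 4 h at 37C with doxycycline. Green/red ratio, after filter-overlap correction, defined %Activity; red signal alone was normalised to basal cells and zero luminescence.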
Tb PFK block = T. brucei PFK enzyme inhibition. O15648. T. brucei PFK, ADP-Glo luminescence. Potency, µM (top dose mostly 57.5 µM), for inactives: at the highest dose activity, negative = inhibition, actives largely listed as inhibitors. actives 0.17% (n = 330,000);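 note: potency is the fitted concentration of half-maximal effect; 0% = uninhibited 1x PFK enzyme wells and -100% = no-enzyme wells; nearly all actives have a fitted effect of over 60% in size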
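Luminescent ADP detection (ADP-Glo, two-step: ATP depletion then ADP-to-ATP conversion for luciferase) reported PFK activity after 45 min room-temperature reaction of 1.25 nM enzyme with 0.5 mM F6P and 0.1 mM ATP at pH 8.0.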
TCR act = activators of T cell receptors; Potency, µM (titrated, usually from 9.22 µM), inactives show at the highest dose activation of IL-2 secretion, actives largely listed as activators; 330,000 tested, under 10 active; primary human leukocytes, anti-CD3, IL-2 HTRF, 48 h; note: % of control where 0% means no effect
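IL-2 produced over 48 hr by a-CD3 bead-stimulated primary human leukocytes exposed to compounds was detected with a homogeneous time-resolved FRET immunoassay, 665nm acceptor signal after 320nm excitation.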
A-T KAP1 phos = potential ataxia-telangiectasia treatments restoring KAP-1 phosphorylation; […] A-T fibroblasts, KAP-1 phosphorylation AlphaLISA; neocarzinostatin DNA damage 30 min before lysis; Potency, µM (highest dose often 57.5 µM), for inactives: at the highest dose activation, usual class: activators; actives 0.19% (n = 320,000); AID 485349; note: potency is the fitted concentration of half-maximal effect; % of control where 0% means no effect; nearly all actives have a fitted effect of over 45% in size
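ATM-like activity read as KAP-1 phosphorylation via AlphaLISA donor/acceptor antibody pairs after lysis and 6 hr at 25C. Cells were ATM-null patient fibroblasts ([…], hTERT), dosed 60 min, then exposed to the DSB inducer NCS for 30 min.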
a7 integrin act = activates integrin-mediated alleviation for muscular dystrophy. actives 0.064% (n = 350,000). alpha7betagal myoblasts, beta-gal FDG fluorescence, 48 h. AID 624291. Potency, µM (highest dose often 38.3 µM), for inactives: at the highest dose activation, hits mostly activators;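 note: potency is the fitted concentration of half-maximal effect; 100% = response of the positive control SU9516; nearly all actives have a fitted effect of over 60% in size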
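Alpha7betagal+/- myoblasts (passage 13) were plated 16-24 hr, then exposed to compounds (1:260 dilution of DMSO stock) for 48 hours at 37C. After MPER lysis, β-galactosidase reporter activity was read as FDG fluorescence (ex 480/em 540) after 30 minutes.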
TSHR antagonist = antagonists of human thyroid stimulating hormone receptor; actives 0.2% (n = 330,000); activity change, negative = inhibition, % at 11.5 µM; TSHR-expressing cells, TSH-stimulated cAMP HTRF, 2 h; stronger effect = lower value; P16473; AID 504810;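 active = activity change below a set negative limit, meaning inhibition stronger than a set level, cut at about -70% in these data; inconclusive = activity change between two set negative limits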; note: % is set by controls: 0 for no effect and ±100 for the full control effect
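TSHR-expressing cells were treated with compounds, then stimulated with TSH at EC80 (4nM final) for 2 hours at 37 deg C. Cellular cAMP was measured by HTRF competition between lysate cAMP and cAMP-d2 for a cryptate-labelled anti-cAMP antibody.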
The depositor's hits bear a star; ? = inconclusive; . = not tested or not shown; [ ] = remark or other dose. Unless noted, calls come from the whole dose curve; as a rule, active = well fitted curve in the direction sought with a large enough effect; inconclusive = small, poorly fitted or top-dose-only effect, or another doubt; inactive = no such curve, though single readings can be large; an effect the other way counts as inactive or inconclusive.

1: CCc1nc2ccccc2c(C(=O)Nc2cc(C)ccc2C)c1C
2: COc1ccc(NC(=O)CN2CCN(S(=O)(=O)N(C)C)CC2)cc1
3: CCOC(=O)C(C)CC(C)C(=O)N1CCOCCOCCN(C(=O)C(C)CC(C)C(=O)OCC)CCOCC1 (configuration not stated)
4: Cc1ccc2[nH]c(=O)c3cc(C(=O)NCCN4CCN(C)CC4)sc3c2c1
5: CCn1c(CNC(=O)COc2ccc(C(C)C)cc2)nnc1SCC(=O)Nc1ccccc1F
6: CCCCN(CC)CCCNC(=S)Nc1ccc2nc(N3CCN(C)CC3)cc(C)c2c1
7: C=C(C)CSC1=C(C#N)C(c2ccsc2)CC(=O)N1 (configuration not stated)
8: COc1ccc(N2CCN(C(=O)c3cc(=O)c4cc(Cl)ccc4o3)CC2)cc1
compound no. | 1 | 2 | 3 | 4 | 5 | 6 | 7 | 8
S-ASM inh | -10% | -2% | 3% | 50%[activator] | -1% | 197%[activator] | 5% | -12%
ELG1 repair inh | -13% | -3% | -2% | ? | ? | 27% | -5% | ?
Eya2 phos inh | 2% | 17% | -10% | 5% | 9% | -9% | 20% | 9%
TSG101-PTAP inh | -7% | 0% | -1% | -1% | 1% | -1% | -2% | 2%
Mito fusion act | 1% | 1% | -1% | -6% | -2% | -6% | -8% | -6%
BCR signal inh | -1% | ? | -4% | -1% | -23% | ? | 0% | 4%
Tb PFK block | -1% | 1% | -2% | 4% | -2% | -2% | 14% | -4%
TCR act | . | 2% | . | 5%[46.1 µM] | . | -3% | -1% | -25%
A-T KAP1 phos | 5% | -10% | -5% | -4% | -2% | -1% | . | 7%
a7 integrin act | 6% | 16% | -7% | 3% | -14% | -64%[inhibitor] | -25%[7.66 µM] | 0%
TSHR antagonist | 1 | 6 | 4 | -9 | 9 | 7 | 17 | -3

In a second layout: entries from further up.
#	SMILES	S-ASM inh	ELG1 repair inh	Eya2 phos inh	TSG101-PTAP inh	Mito fusion act	BCR signal inh	Tb PFK block	TCR act	A-T KAP1 phos	a7 integrin act	TSHR antagonist
4	Cc1ccc2[nH]c(=O)c3cc(C(=O)NCCN4CCN(C)CC4)sc3c2c1	50%[activator]	?	5%	-1%	-6%	-1%	4%	5%[46.1 µM]	-4%	3%	-9
5	CCn1c(CNC(=O)COc2ccc(C(C)C)cc2)nnc1SCC(=O)Nc1ccccc1F	-1%	?	9%	1%	-2%	-23%	-2%	.	-2%	-14%	9
6	CCCCN(CC)CCCNC(=S)Nc1ccc2nc(N3CCN(C)CC3)cc(C)c2c1	197%[activator]	27%	-9%	-1%	-6%	?	-2%	-3%	-1%	-64%[inhibitor]	7

Next records
9: O=C(CSc1nc2scc(-c3ccccc3)c2c(=O)[nH]1)NC1CCCCC1
10: O=C(NCc1ccco1)c1cc2n(n1)C(C(F)(F)F)CC(c1ccc(Cl)c(Cl)c1)N2 (configuration not stated)
11: COc1ccc(CC(=O)Nc2ccc(C(N)=O)cc2)cc1
12: S=C(Nc1ccc(Br)cc1Cl)Nn1cnnc1
13: Cn1c(N)c(C(=O)COC(=O)/C=C/c2ccc(Cl)c(Cl)c2)c(=O)n(C)c1=O
14: Cc1cc(C)c(S(=O)(=O)N2CCOC2CNC(=O)C(=O)NCCN(C)C)c(C)c1 (configuration not stated)
15: Cc1ccc(N2CC(C(=O)Nc3ccc(C)c(S(=O)(=O)N(C)C)c3)CC2=O)cc1 (configuration not stated)
16: CC(C)n1cc(CN2CCC(Oc3ccc(C(=O)N4CCCC4)cc3)CC2)cn1
compound no. | 9 | 10 | 11 | 12 | 13 | 14 | 15 | 16
S-ASM inh | . | -18% | 5% | 3% | -22% | 0% | -7% | 2%
ELG1 repair inh | 1% | -3% | 5% | 6% | -2% | -1% | 0% | -3%
Eya2 phos inh | 11% | 8% | 5% | 14% | -9% | -9% | -2% | -6%
TSG101-PTAP inh | . | -11% | -1% | -6% | -1% | -1% | 1% | -2%
Mito fusion act | -24% | 0% | -3% | 13% | . | 0% | 11% | 2%
BCR signal inh | ? | 1% | -12% | ? | 8% | 6% | ? | -2%
Tb PFK block | 0% | 0% | -12% | -7% | -3% | 2% | -2% | 1%
TCR act | . | 1% | 2% | -4% | 2%[46.1 µM] | -1% | -2% | -1%
A-T KAP1 phos | 4% | 3% | -17% | -3% | 9% | 28% | 5% | 1%
a7 integrin act | . | -24% | 8% | 17% | -12% | 1% | -14% | -2%
TSHR antagonist | 14 | 5 | 13 | 2 | 14 | 30 | -28 | -2

17: CSc1ccccc1NC(=O)c1ccccc1
18: O=C(NC1CC2CCCC(C1)N2C(=O)NC1CCCCC1)c1ccccc1 (configuration not stated)
19: Cc1ccc(C(=O)OCC(=O)c2c(N)n(C)c(=O)n(C)c2=O)cc1S(=O)(=O)N1CCOCC1
20: Cc1ccc(S(=O)(=O)N(C)c2ccc(OCC(=O)OCC(=O)N(CC#N)c3ccccc3)cc2)cc1
21: OCCN1CCN(c2nc3ccccc3nc2-c2ccccc2)CC1
22: CC1CCCC(N2CCN(C(=O)c3ccccc3F)CC2)C1 (configuration not stated)
23: CCOC(=O)C1=C(O)CSC1=Nc1cccc2ccccc12
24: Cc1cc(N/N=C/c2ccc(Cl)cc2Cl)nc(NCc2ccccc2)n1
compound no. | 17 | 18 | 19 | 20 | 21 | 22 | 23 | 24
S-ASM inh | 3% | 6% | 4% | -3% | 28% | 3% | 6% | ?
ELG1 repair inh | 17% | -1% | 11% | 15% | 6% | 5% | 0% | ?
Eya2 phos inh | -7% | 6% | 14% | 18% | -3% | 10% | 3% | 6%
TSG101-PTAP inh | -5% | -6% | -2% | 4% | -5% | 0% | -2% | -2%
Mito fusion act | -3% | 1% | -1% | 1% | -2% | 3% | 4% | -27%
BCR signal inh | 8% | ? | -1% | -13% | 3% | ? | 0% | -2%
Tb PFK block | 2% | -1% | -6% | 13% | -1% | -5% | 4% | 2%
TCR act | 4% | 5% | -4% | -5% | 1% | . | 0%[46.1 µM] | 1%[46.1 µM]
A-T KAP1 phos | 1% | 4% | 5% | 2% | -2% | 10% | 17% | -1%
a7 integrin act | 42% | -8% | -16% | 19% | -10% | 8% | 25% | -48%[inhibitor]
TSHR antagonist | -4 | 4 | -1 | -6 | -4 | -3 | 15 | -21

25: COc1cc(OC)c(OC)cc1CN(C)C(c1ccccc1)c1nnnn1-c1ccccc1C (configuration not stated)
26: O=S(=O)(Nc1cccc2ccccc12)c1cccc2nonc12
27: CCOC(=O)C1(Cc2cccc(OC)c2)CCCN(S(=O)(=O)N(C)C)C1 (configuration not stated)
28: O=C(NNC(=O)c1cccnc1)NC12CC3CC(CC(C3)C1)C2
29: CC(C(=O)NC(=O)NC1CCCCC1)N(C)CC(=O)Nc1ccc(F)c(F)c1F (configuration not stated)
30: O=[N+]([O-])c1ccc(NCCNCCOc2nonc2-c2ccccc2)c([N+](=O)[O-])c1
31: CCOC(=O)c1[nH]c2ccc(F)cc2c1NC(=O)C1=COCCO1
32: O=C(Nc1ccc(Br)cc1)C(c1ccccc1)c1ccccc1
compound no. | 25 | 26 | 27 | 28 | 29 | 30 | 31 | 32
S-ASM inh | -6% | 2% | 4% | 1% | 0% | -13% | 22% | -1%
ELG1 repair inh | ? | 7% | -2% | -2% | ? | -8% | ? | -2%
Eya2 phos inh | -6% | 25% | ? | 2% | 5% | 5% | 17% | 15%
TSG101-PTAP inh | -7% | -5% | -5% | -2% | -6% | -1% | -1% | 1%
Mito fusion act | 5% | -1% | 1% | -4% | 12% | -4% | 3% | -3%
BCR signal inh | -1% | 1% | -2% | 1% | -11% | 2% | 5% | ?
Tb PFK block | -1% | 0% | -4% | -2% | 0% | -6% | -3% | 0%
TCR act | -4% | 1% | -4% | 2%[46.1 µM] | -6% | 5% | 7% | 5%
A-T KAP1 phos | 8% | 3% | 1% | 1% | 2% | 1% | -1% | 5%
a7 integrin act | -3% | 6% | -16% | -9% | -34% | ? | 38% | -24%
TSHR antagonist | -20 | 20 | -7 | 0 | -12 | -23 | -4 | -8
